Source: PubChem
APEX1 inh – APE1 (human) endonuclease inhibition; P27695; Potency, µM (top dose mostly 65.8 µM), for the others: at the highest dose activity change, negative = inhibition, actives largely listed as inhibitors; recombinant APE1, TAMRA/BHQ-2 abasic DNA cleavage fluorescence; 350,000 compounds, 0.35% hits;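 further: potency means the concentration at half of the fitted maximal effect; plate controls were vehicle for no effect and reference inhibitor for full effect; nearly all actives have a fitted effect of over 55% in size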
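Quantitative HTS: incision of a TAMRA/BHQ-2 double-stranded substrate bearing a tetrahydrofuran abasic site by 0.75 nM APE1 raises fluorescence. Substrate 50 nM final, added after 15 min compound preincubation at room temperature; progress as third-minus-first kinetic read difference.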
Anesthetic bind – binds horse apoferritin like a general anesthetic; apoferritin/1-aminoanthracene competitive binding, fluorescence; Potency, µM (highest dose often 77.5 µM), for inactives: at the top dose activity change, negative = displacement, hits mostly inhibitors; 350,000 compounds, 0.074% hits; AID 485281; further: potency means the concentration at half of the fitted maximal effect; on the % scale 0 is the no-effect control and ±100 the full control effect; nearly all actives have a fitted effect of over 20% in size
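Apoferritin-based anesthetic binding model; compound displacement of fluorescent 1-AMA measured as endpoint fluorescence after 10 minutes at room temperature, scaled to free-ligand and complex controls.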
BLM inh – Bloom syndrome helicase (human) inhibition; P54132; recombinant BLM DNA unwinding, fluorescence dequenching; Potency, µM (doses to about 56.1 µM), for the others: at the highest dose activity change, negative = inhibition, usual class: inhibitors; 350,000 compounds, 0.2% hits; AID 2528;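 further: potency means the concentration at half of the fitted maximal effect; plate controls were vehicle for no effect and no enzyme for full effect; nearly all actives have a fitted effect of over 35% in size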
Target sequence (P54132 whole entry, looked up): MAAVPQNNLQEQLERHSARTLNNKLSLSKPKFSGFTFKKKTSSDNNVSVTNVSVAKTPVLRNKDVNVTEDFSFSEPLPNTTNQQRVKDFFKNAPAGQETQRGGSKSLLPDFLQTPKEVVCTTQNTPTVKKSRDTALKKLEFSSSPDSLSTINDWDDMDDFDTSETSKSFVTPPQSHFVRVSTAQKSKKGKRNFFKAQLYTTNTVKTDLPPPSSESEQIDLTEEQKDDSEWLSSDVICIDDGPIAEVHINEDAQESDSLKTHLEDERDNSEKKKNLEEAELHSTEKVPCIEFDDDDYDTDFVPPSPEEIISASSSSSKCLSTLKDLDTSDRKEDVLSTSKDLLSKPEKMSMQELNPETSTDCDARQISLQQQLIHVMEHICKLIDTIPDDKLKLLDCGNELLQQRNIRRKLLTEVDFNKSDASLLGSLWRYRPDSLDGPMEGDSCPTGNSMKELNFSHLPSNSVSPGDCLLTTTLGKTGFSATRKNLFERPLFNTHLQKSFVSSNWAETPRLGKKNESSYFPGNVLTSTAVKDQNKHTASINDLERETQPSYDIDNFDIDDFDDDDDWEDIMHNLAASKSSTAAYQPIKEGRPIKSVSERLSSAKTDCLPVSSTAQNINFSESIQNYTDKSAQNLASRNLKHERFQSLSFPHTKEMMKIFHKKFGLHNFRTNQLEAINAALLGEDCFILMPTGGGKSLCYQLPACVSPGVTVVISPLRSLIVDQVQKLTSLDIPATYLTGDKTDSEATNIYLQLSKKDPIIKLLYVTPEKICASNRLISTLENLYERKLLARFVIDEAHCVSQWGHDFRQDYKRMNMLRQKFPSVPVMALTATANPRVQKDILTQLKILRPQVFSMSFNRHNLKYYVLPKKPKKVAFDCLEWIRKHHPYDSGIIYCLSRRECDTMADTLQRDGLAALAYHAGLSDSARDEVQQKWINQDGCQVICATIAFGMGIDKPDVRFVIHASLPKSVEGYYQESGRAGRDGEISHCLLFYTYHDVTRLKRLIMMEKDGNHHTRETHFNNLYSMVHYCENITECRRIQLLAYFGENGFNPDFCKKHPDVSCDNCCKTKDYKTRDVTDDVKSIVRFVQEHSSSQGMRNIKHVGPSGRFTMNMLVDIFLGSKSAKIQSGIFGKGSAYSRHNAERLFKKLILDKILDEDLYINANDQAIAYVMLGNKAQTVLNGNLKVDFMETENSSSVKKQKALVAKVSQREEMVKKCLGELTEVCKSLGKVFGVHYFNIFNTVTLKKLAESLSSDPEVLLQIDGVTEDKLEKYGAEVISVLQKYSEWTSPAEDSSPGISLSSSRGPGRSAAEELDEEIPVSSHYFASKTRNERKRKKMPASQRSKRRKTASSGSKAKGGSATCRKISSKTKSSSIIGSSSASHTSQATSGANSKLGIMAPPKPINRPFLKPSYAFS
Pol beta inh – blocks human DNA polymerase beta activity; Pol beta primer extension/strand displacement, fluorescence kinetic; Potency, µM (series often up to 114 µM), without a hit: at the highest dose activity change, negative = inhibition, usual class: inhibitors; 340,000 compounds, 1.3% hits; AID 485314; P06746; further: potency means the concentration at half of the fitted maximal effect; on the % scale 0 is the no-effect control and ±100 the full control effect
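Values derive from four-parameter Hill fits of normalized kinetic data: reads at 0 and 10 min following addition of 50 nM substrate to 10 nM Pol beta preincubated 15 min with compound.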
POLH inh – inhibitors of human DNA polymerase eta; 390,000 compounds, 1.2% hits; AID 588591; Q9Y253; Potency, µM (top dose mostly 114 µM), inactives show top-dose activity change, negative = inhibition, hits mostly inhibitors; recombinant Pol eta, fluorescent DNA replication assay; further: potency means the concentration at half of the fitted maximal effect; on the % scale 0 is the no-effect control and ±100 the full control effect
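Fluorescent replication assay: 50 nM final substrate added after a 15 min room-temperature compound preincubation with 10 nM enzyme. Signal taken at 0 min and again at 10 min.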
POLI inh – blocks human DNA polymerase iota activity; AID 588590; Q9UNA4; 390,000 compounds, 1% hits; Potency, µM (series often up to 115 µM), for the others: at the highest dose activity, negative = inhibition, hits mostly inhibitors; Pol iota fluorescent replication assay, 10 min; further: potency means the concentration at half of the fitted maximal effect
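Fluorescent replication assay read twice, at 0 min and 10 min after adding 50 nM (final) substrate. Enzyme (10 nM) and compounds were first incubated 15 min at room temperature; enzyme-free buffer wells were negative controls.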
Glioma ERSR ind – inducers of ER stress response in human glioma cells; 420,000 compounds, 0.02% hits; AID 602332; Potency, µM, inactives show at the top dose activation, actives largely listed as activators; U87-MG GRP78 promoter luciferase reporter, 16 h; further: potency means the concentration at half of the fitted maximal effect; series mostly up to about 76 µM; % of control where 0% means no effect; nearly all actives have a fitted effect of over 35% in size
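Stably transfected U87-MG glioma cells carrying a GRP78-based luciferase sensor; 16 h compound incubation. Luminescence end-point read 10 min after Bright-Glo addition at room temperature.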
Pol kappa inh – blocks human DNA polymerase kappa activity; Q9UBT6; purified Pol kappa, fluorescent DNA synthesis assay, 10 min; Potency, µM (top dose mostly 107 µM), for the others: top-dose activity, negative = inhibition, usual class: inhibitors; 400,000 compounds, 0.53% hits; AID 588579; further: potency means the concentration at half of the fitted maximal effect; on the % scale 0 is the no-effect control and ±100 the full control effect
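First, compounds were pin-transferred onto 10 nM Pol kappa. After 15 min at room temperature, substrate was added to 50 nM final. Fluorescence was then measured kinetically at 0 and 10 min.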
LDHA inh – LDHA (human) enzyme inhibition. 480,000 compounds, 0.15% hits. purified LDHA, NADH/diaphorase-resazurin fluorescence; active compounds read low. activity change, % (values are at about 110 or 230 µM); in the data active means activity change below about -30%; inconclusive means mostly about -25% to -30%;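 further: plate controls were DMSO wells for no effect and wells without enzyme for full effect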
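Human LDH5 at 2 nM final in Tris HCl pH 7.4 with 0.06 mM NADH and 0.2 mM pyruvate, reacted 5 minutes at room temperature. Remaining NADH coupled via diaphorase/resazurin; resorufin fluorescence read at 0 and 20 minutes, normalized to enzyme-free and DMSO wells.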
Active calls of the source: *; ? = inconclusive; · = no result given; [ ] = another dose, or the depositor's remark. Unless noted, the call rests on the fitted dose curve; in most records, active means well fitted curve in the direction sought with a large enough effect; inconclusive means small, poorly fitted or top-dose-only effect, or another doubt; inactive means no such curve, though single readings can be large; an effect the other way counts as inactive or inconclusive.

entry	smiles	APEX1 inh	POLH inh	Anesthetic bind	Glioma ERSR ind	BLM inh	POLI inh	Pol kappa inh	LDHA inh	Pol beta inh
1	COc1ccc(-n2cnc3cc(NS(=O)(=O)c4ccccc4)ccc32)cc1	8%	-13%	-7%	?	-10%	-3%	-15%	-5	4%
2	Cc1ccc(S(=O)(=O)NC(=O)Nc2ccc(OC(F)F)cc2)cc1	1%	-21%	4%	-2%	-1%	17%	-1%	-1	-15%
3	O=C(c1cc(=O)[nH]c2ccccc12)N1CCN(Cc2ccc3c(c2)OCO3)CC1	4%	-14%	·	-3%	·	-15%	-8%	-1	·
4	CC1CCN(S(=O)(=O)N2CCC(C(=O)NC3CCCC3)CC2)CC1	-7%	-17%	-5%	-1%	-3%	23%	-13%	-10	37%
5	Cc1ccccc1CN(C)CCc1ccccn1	0%	-2%	-4%	1%	2%	-9%	-5%	-32*	18%
6	Cn1ncc(Br)c1NC(=O)Nc1ccc(OC(F)(F)F)cc1	-9%	-4%	-2%	-2%	-1%	29%	-10%	-3	-9%
7	Cc1cccc(N2CCN(C(=O)NC3CCCCC3)CC2C)c1 (stereo not given)	2%	-10%	7%	-1%	0%	15%	2%[60.1 µM]	0	4%
8	O=C(Nc1ccc(N2CCCCC2)c(C(=O)O)c1)c1ccco1	-3%	-7%	-8%	10%	-1%	1%	-23%	-3	-5%
9	CC(C)(C)OC(=O)N1CCC(C(=O)N2CCCCCC2)CC1	-2%	-24%	3%	-6%	2%	26%	-7%	-1	83%
10	Nc1scc(-c2ccncc2)c1Cl	15%	-21%	-21%	10%	3%	?	-4%	-2	8%
11	CN(C)S(=O)(=O)c1cccc(NC(=O)COc2ccccc2C(=O)NCc2ccccc2)c1	-2%	-8%	·	-3%	·	8%	-3%	0	·
12	CCc1n[nH]c(=S)n1/N=C/c1ccc(NC(C)=O)cc1	-2%	-25%	-3%	-2%	-3%	108%[activator]	0%	1	6%
13	CC(=O)Oc1c2occc2cc2ccc(=O)oc12	-5%	?	-14%	-9%	-10%	?	?	6	50µM*
14	COc1ccc(Br)cc1Cn1nnc(C(=O)Nc2ccc3c(c2)OCCO3)c1N	22%	6%	-6%	-2%	-10%	31%[activator]	6%	-2	2%
15	O=C(CNC(=O)c1cccs1)N/N=C/c1c[nH]c2ccccc12	11%	-12%	?	0%	-1%	-11%	2%	4	1%
16	COc1ccccc1-c1c(C)c(C)nc(N)c1C#N	-4%	-3%	-8%	-3%	-3%	5%	-10%	4	32%
17	Cc1oc(-c2ccccc2F)nc1CS(=O)(=O)CC(=O)NCCCN1CCN(C)CC1	-3%	-2%	-2%	-7%	5%	23%	5%	0	6%
18	COCCN(CC(=O)Nc1cccc(C)c1C)C(=O)Cc1cccs1	15%	-2%	·	-2%	·	1%	5%	-1	·
19	C=CCSC1=NN2CCS(=O)(=O)N=C2S1	-2%	-4%	-7%	-4%	1%	25%	-11%	-7	1%
20	CC1(c2ccccc2)NC(=S)N2C1NC(=S)N2c1ccccc1 (stereo not given)	3%	-5%	1%	-6%	1%	-15%	-9%	-6	1%
21	CCC(C(=O)NC1CCCC1)N(C(=O)c1snc(C(N)=O)c1N)c1ccc(C)cc1C (stereo not given)	-5%	-8%	-9%	-6%	-6%	115%[activator]	-2%	-5	15%
22	Cc1[nH]nc(Nc2ccccc2)c1[N+](=O)[O-]	14%	-3%	?	5%	-2%	0%	0%	-4	10%
23	CNC(=O)CN(c1ccc(Oc2ccccc2)cc1)S(=O)(=O)c1ccc(C)cc1	18%	-21%	-7%	-2%	-3%	25%	-3%	-4	22%
24	Cc1ccc(Cl)cc1Nc1nc(-c2sc(NC(=O)c3ccccc3)nc2C)cs1	-7%	·	6%	·	-2%	·	·	·	10%
25	C=CCO/N=C(/C)c1c(O)c(CC)c(-c2ccccc2)n(-c2ccccc2)c1=O	?	5%	-2%	-6%	1%	-12%	-10%	-4	0%
26	COc1ccc(CNc2ncnc3cc(Cl)ccc23)cc1	9%	-2%	-8%	-6%	1%	101%[activator]	-4%	0	43%
27	CC(C)[C@H](NC(=O)N1c2ccccc2NC(=O)[C@@H]1C(C)C)C(=O)N[C@H](C(=O)O)c1ccccc1	29%	-8%	-1%	-3%	-1%	7%	24%	6	26%
28	CCOc1ccccc1NC(=O)C(=O)c1cc(C)n(-c2cccc(C)c2C)c1C	·	-21%	-1%	0%	2%	-3%	-15%	1	-18%
29	COC(=O)CSc1nc2sc(C)c(C)c2c(=O)n1C	-1%	1%	-11%	-2%	-1%	3%	-5%	0	1%
30	CCOC(=O)c1cc(NC(=O)COc2ccc([N+](=O)[O-])cc2)cc(C(=O)OCC)c1	?	-16%	-5%	-2%	-1%	1%	5%	2	84%
31	C=CCn1c(COc2cccc(C)c2)nnc1SCC(=O)c1c(N)n(C)c(=O)n(C)c1=O	·	-15%	·	-2%	·	29%	4%	-3	·
32	CSc1ccc(Cl)c(C(=O)OCC(=O)N2CCNC2=O)c1	5%	3%	·	-3%	·	21%	-14%	-5	·
33	O=C(NCCc1ccncc1)Nc1ccccc1	-2%	-13%	-5%	-1%	2%	20%	-6%	-9	-10%
34	Nc1nc(CN2CCN(Cc3ccccc3)CC2)nc(Nc2ccccc2)n1	-2%	-10%	-9%	1%	-8%	-11%	3%	0	53%
35	O=S(=O)(Nc1cc(F)ccc1F)c1ccc2[nH]c3c(c2c1)CCCC3	·	-5%	?	-1%	-7%	3%	-7%	6	14%
36	O=c1c2oc3ccccc3c2[nH]c(=S)n1-c1ccc(F)cc1	-3%	-18%	-7%	2%	-1%	-17%	-2%	3	-3%
37	CCCNCc1cc(OC)c(OCc2ccccc2)cc1Br	3%	-25%	-17%	-1%	1%	-12%	-7%	-8	-1%
38	O=C(Nc1nc(-c2cccs2)c(C(=O)C(F)(F)F)s1)c1ccccc1	5%	?	-20%	-2%	-11%	89µM*	?	-8	0%
39	Cc1ccc(CNC(=O)N2CCC(CN3CCC(C)CC3)CC2)cc1	·	-21%	-4%	-2%	2%	35%[activator]	-6%[60.1 µM]	-4	1%
40	O=C(NCc1ccccn1)Nc1ccc(Br)cc1	12%	-3%	-1%	15%	-5%	42%[activator]	8%	-3	8%
41	Cc1nn(Cc2ccccc2Cl)c(Cl)c1/C=C/C(=O)OCC(=O)NC(N)=O	9%	-3%	-11%	-2%	-1%	5%	-4%	-3	9%
42	O=C(c1ccccc1)N1CC(COc2ccccc2)OC(c2cccnc2)O1 (stereo not given)	7%	-16%	-16%	2%	-8%	5%	-7%	1	-1%
43	COc1cccc(N(C(=O)CNC(=O)c2ccco2)C(C(=O)NC2CCCC2)c2ccncc2)c1 (stereo not given)	-1%	2%	2%	-9%	3%	25%	-7%	2	6%
44	Cc1ccc(NC(=O)c2ccc(S(=O)(=O)N3CCCCC3)cc2)nc1	-4%	-16%	·	1%	·	-16%	7%	-2	·
45	COc1ccc(C(CC(=O)Nc2ccc(C)cn2)N2Cc3ccccc3C2=O)cc1 (stereo not given)	24%	-10%	3%	5%	-4%	9%	-7%	-5	5%
46	CC(=O)c1cccc(NC(=O)c2ccc(N(Cc3ccccc3)S(C)(=O)=O)cc2)c1	11%	-3%	0%	-1%	-1%	7%	-2%	-4	-15%
47	Cc1ccc2c(c1)-c1onc(C(=O)N3CCN(c4cc(Cl)ccc4C)CC3)c1CO2	·	0%	2%	-3%	-2%	15%	-6%	-4	1%
48	Cc1cccc(N(C)C(=O)c2cc3cc4ccc(C)cc4nc3o2)c1	-4%	-7%	-4%	7%	0%	13%	-3%	-3	-24%

Entries above containing an aryl methoxy group:
entry	smiles	APEX1 inh	POLH inh	Anesthetic bind	Glioma ERSR ind	BLM inh	POLI inh	Pol kappa inh	LDHA inh	Pol beta inh
1	COc1ccc(-n2cnc3cc(NS(=O)(=O)c4ccccc4)ccc32)cc1	8%	-13%	-7%	?	-10%	-3%	-15%	-5	4%
14	COc1ccc(Br)cc1Cn1nnc(C(=O)Nc2ccc3c(c2)OCCO3)c1N	22%	6%	-6%	-2%	-10%	31%[activator]	6%	-2	2%
16	COc1ccccc1-c1c(C)c(C)nc(N)c1C#N	-4%	-3%	-8%	-3%	-3%	5%	-10%	4	32%
26	COc1ccc(CNc2ncnc3cc(Cl)ccc23)cc1	9%	-2%	-8%	-6%	1%	101%[activator]	-4%	0	43%
37	CCCNCc1cc(OC)c(OCc2ccccc2)cc1Br	3%	-25%	-17%	-1%	1%	-12%	-7%	-8	-1%
43	COc1cccc(N(C(=O)CNC(=O)c2ccco2)C(C(=O)NC2CCCC2)c2ccncc2)c1 (stereo not given)	-1%	2%	2%	-9%	3%	25%	-7%	2	6%
45	COc1ccc(C(CC(=O)Nc2ccc(C)cn2)N2Cc3ccccc3C2=O)cc1 (stereo not given)	24%	-10%	3%	5%	-4%	9%	-7%	-5	5%

Some of the compounds tested; the hit share may differ from the screen's.
